# Bioassay records deposited in PubChem BioAssay by several laboratories.
# CSN deneddyl inh = CSN deneddylation inhibition. Purified CSN, SCF-Nedd8-OG deneddylation, fluorescence polarization. inhibition, % at 12.5 µM. 0.38% of 360,000 active;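 active = pattern-corrected inhibition above about 35%, with an unprinted fluorescence ratio check between 0.5 and 1.5, limit read from the data, passing the limit was not always enough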;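 also: 0% = enzyme with substrate and 100% = substrate without enzyme; some results filed as inactive read as strong as hits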
# Target sequence (Q92905 whole entry, looked up, one chain of several): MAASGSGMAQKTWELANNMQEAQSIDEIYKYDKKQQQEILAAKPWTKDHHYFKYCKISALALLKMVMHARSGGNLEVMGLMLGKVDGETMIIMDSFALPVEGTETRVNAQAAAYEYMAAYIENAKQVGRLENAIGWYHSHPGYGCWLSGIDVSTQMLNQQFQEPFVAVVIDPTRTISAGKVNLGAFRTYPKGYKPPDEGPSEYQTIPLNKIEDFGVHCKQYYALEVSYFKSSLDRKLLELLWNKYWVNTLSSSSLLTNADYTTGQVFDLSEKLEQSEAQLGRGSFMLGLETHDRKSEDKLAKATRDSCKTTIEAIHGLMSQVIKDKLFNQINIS
#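 assay system = purified human Csn5 enzyme expressed in HEK293T cells | amount = 0.24 nM enzyme | buffer or medium = Tris/NaCl/DTT buffer, pH 7.5 | reagent = 10 nM SCFSkp2-Nedd8OG | compound = one concentration, 12.5 µM, 0.25% DMSO | times = 90 min reaction at room temperature | signal = FP | read-out basis = % inhibition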
# FAS-TE inh = blocks the thioesterase domain of human fatty acid synthase; P49327; recombinant FAS-TE, OMFH fluorogenic substrate, fluorescence endpoint; inhibition, % at 15 µM; 0.67% of 360,000 active; AID 602261;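 active = compounds whose normalised, plate-corrected inhibition of enzyme fluorescence in the single-dose primary screen is 50% or more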;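 also: 0% = DMSO with enzyme and 100% = substrate without enzyme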
# Rin1-Abl PPI inh = blocks binding of human Rin1 to Abl; TR-FRET Rin1/Abl binding, biochemical; AID 588664; inhibition, % at 7.35 µM; 0.4% of 360,000 active; P00519+Q13671; in the data active = inhibition above about 5%, passing the limit was not always enough
# MsrA act = bovine methionine sulfoxide reductase A activation. purified bovine MsrA, absorbance read-out. activation, % at 10.6 µM. 0.3% of 360,000 active; in the data active = activation above about 7.5%;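 also: 0% = vehicle and 100% = reference activator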
# Neddylation inh = blocks human cullin neddylation; calls only at 25 µM; 0.58% of 360,000 active; P61081+Q13564; TR-FRET cullin neddylation, biochemical; in the data active = inhibition above about 36%
# eLon inh = E. coli protease La inhibition. inhibition, % at 7.94 µM. 0.42% of 360,000 active. purified E. coli Lon protease, fluorescence polarization. P0A9M0; in the data active = inhibition above about 13%, passing the limit was not always enough;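 also: 0% = enzyme with probe and DMSO and 100% = no enzyme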
# MsrA inhibitor = inhibitors of bovine MsrA | inhibition, % at 15.5 µM | purified bovine MsrA, absorbance read-out | 0.75% of 360,000 active; in the data active = inhibition above about 4.5%;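 also: 0% = vehicle wells with enzyme and 100% = reference inhibitor wells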
# PABP1 MLLE inh = blocks PAM2 peptide binding to the PABP1 MLLE domain. P11940. GST-MLLE / FITC-PAM2 fluorescence polarization. inhibition, % at 20 µM. 0.36% of 360,000 active. AID 588489; in the data active = inhibition above about 35%, passing the limit was not always enough;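 also: plate controls were DMSO wells with GST-MLLE for no effect and wells lacking GST-MLLE protein for full effect; some results filed as inactive read as strong as hits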
# Tb MetRS inh = blocks T. brucei methionyl-tRNA synthetase activity; purified T. brucei MetRS, ATP depletion, Kinase-Glo luminescence; 0.4% of 360,000 active; AID 624268; inhibition, % at 11.9 µM;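 active = inhibition above a per-plate cutoff of the control wells' mean inhibition plus 3 SD, cut at about 5.5% in these data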;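 also: 0% = DMSO wells median and 100% = median of wells with control inhibitor compound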
#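 Test system: purified T. brucei MetRS enzyme. Also added: ATP, methionine and E. coli bulk tRNA substrates. Compound: 11.9 µM single point. Schedule: 15 min enzyme-compound preincubation, 2 h reaction, 10 min detection, 25 °C. Signal: luciferase luminescence of residual ATP, Kinase-Glo. Evaluation: percent inhibition versus plate control medians. Controls: DMSO wells, low control.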
# * = called active by the depositor; i = inactive; / = no result given.
smiles	MsrA inhibitor	Tb MetRS inh	eLon inh	CSN deneddyl inh	Neddylation inh	PABP1 MLLE inh	FAS-TE inh	MsrA act	Rin1-Abl PPI inh
COc1ccc(C(=O)N(CN2CCCC2=O)c2ccccc2OC)cc1OC	0.4	-0.2	5	-3	i	-16	-4	-1	-1
CCCN(CCC)CCCNC(=O)CNC(=O)c1nn(-c2ccc(OC)cc2)c(=O)c2ccccc12	1.0	-1.1	-2	-8	i	2	-8	-11	-2
O=C(NC1(C(F)(F)F)N=C2SCCN2C1=O)c1cccnc1 (centres undefined)	0.2	0.6	-8	-3	i	32	-11	-1	-3
COc1cc(C(=O)OC(C)C(=O)NC2CCCCC2C)c([N+](=O)[O-])cc1OC (centres undefined)	0.0	-0.5	0	0	i	-9	-4	-12	-1
Cc1ccc(F)c(S(=O)(=O)NC(=O)C2(C)CCN2C(=O)Cc2ccsc2)c1 (centres undefined)	-0.1	-0.3	2	-2	i	1	-6	0	1
CCOc1ccccc1C(=O)N1CCN(C(c2ccccc2)c2ccccc2)CC1	-0.7	-0.7	-3	3	i	2	22	-2	2
COc1ccccc1NC(=O)C1=C(C)Nc2nc(-c3cccnc3)nn2C1c1ccccn1 (centres undefined)	0.4	-1.1	-2	-1	i	-6	-4	-7	2
Cc1ccnc(NC(=O)/C=C/c2cccs2)c1	3.2	-0.2	5	0	i	4	-6	1	-1
COc1ccc2[nH]c(C(=O)Nc3ncc(C)cc3Br)cc2c1	-0.3	0.2	-1	-5	i	-7	-2	-4	-1
COc1cccc(CN2CC(C(=O)N(C)CCCC3CCCC3)CCC2=O)c1 (centres undefined)	1.3	-0.3	-8	3	i	-10	-2	-2	6
O=C(COC(=O)CCN1C(=O)c2cccc([N+](=O)[O-])c2C1=O)NC1CCS(=O)(=O)C1 (centres undefined)	-1.1	-0.7	0	-3	i	3	-7	-6	1
Cc1c(C(=O)NCc2ccco2)oc2ccc(Br)cc12	0.1	-0.1	-17	1	i	0	16	-1	2
O=C(Cc1ccccc1)NNc1c2ccccc2nc2ccccc12	1.1	0.3	2	-6	i	-21	0	0	-3
CN(C)c1ccc(/C=N/NC(=S)NCc2ccco2)cc1	2.8	-0.3	-6	-7	/	-5	-3	-4	-1
CCC(C)N(NC(C)=O)c1nc(Cl)nc(NC(C)(C)C)n1 (centres undefined)	0.6	-1.6	4	2	i	-7	-3	-4	-2
O=C(NCC1CCCO1)C1CCN(C2CCN(C(=O)Cc3ccsc3)CC2)CC1 (centres undefined)	-0.1	-0.1	-1	-7	i	-8	-6	-2	-3
O=C(C[n+]1ccc(/C=N/O)cc1)NCc1ccccc1	-0.3	0.4	-9	-1	i	-2	-4	-1	0
COC(=O)COc1cccc2c(=O)n(CC(=O)NCCc3ccc(OC)c(OC)c3)ccc12	0.4	-0.5	-6	-5	i	-8	-3	-2	-5
Cc1ccc(SCC(=O)N2CCOCC2)cc1	-0.9	-0.5	2	-4	i	17	-5	4	-3
O=C(CCC1CCCN(Cc2ccc3c(c2)CCO3)C1)NCc1ccc(F)c(F)c1 (centres undefined)	-0.7	-0.7	-4	-8	i	4	-4	-4	-2
CCN(CC(=O)Nc1c(F)cccc1F)C(=O)/C=C/c1ccc(C)o1	3.4	0.2	13	-1	i	8	-6	-4	-1
CCOC(=O)N1CCN(C(c2ccc(F)cc2)c2sc3nc(C)nn3c2O)CC1 (centres undefined)	0.3	-0.1	8	3	i	-5	-7	-2	-2
NC(=O)COC(=O)c1oc2ccccc2c1CSc1ccc(Cl)cc1	-1.3	-0.7	-1	1	i	20	10	1	2
COc1ccccc1NC1=C(Cl)C(=O)N(c2ccccc2)C1=O	0.5	-0.2	-3	-2	i	10	7	-3	-1
O=C(CCC(=O)NNC(=O)c1ccc(Cl)cc1Cl)NCc1ccccc1	-0.2	-0.3	4	0	i	-3	-10	-2	0
O=C(Nc1cc(S(=O)(=O)N2CCOCC2)ccc1N1CCCC1)c1ccc(F)cc1	0.3	-0.2	-4	2	i	26	-4	0	-1
COC(=O)COc1cc2ccccc2cc1C(=O)Nc1ccccc1	0.3	-0.3	-1	6	i	6	29	7	-4
COc1ccc(C(=O)N(Cc2ccco2)Cc2cccs2)c(O)c1	-0.3	-0.4	-12	3	i	6	0	-5	-1

# In a second layout: results already given
# Under each structure: MsrA inhibitor, Tb MetRS inh, eLon inh, CSN deneddyl inh, Neddylation inh, PABP1 MLLE inh, FAS-TE inh, MsrA act, Rin1-Abl PPI inh
O=C(NCC1CCCO1)C1CCN(C2CCN(C(=O)Cc3ccsc3)CC2)CC1 (centres undefined)
→ -0.1, -0.1, -1, -7, i, -8, -6, -2, -3
O=C(C[n+]1ccc(/C=N/O)cc1)NCc1ccccc1
→ -0.3, 0.4, -9, -1, i, -2, -4, -1, 0
COC(=O)COc1cccc2c(=O)n(CC(=O)NCCc3ccc(OC)c(OC)c3)ccc12
→ 0.4, -0.5, -6, -5, i, -8, -3, -2, -5
Cc1ccc(SCC(=O)N2CCOCC2)cc1
→ -0.9, -0.5, 2, -4, i, 17, -5, 4, -3
O=C(CCC1CCCN(Cc2ccc3c(c2)CCO3)C1)NCc1ccc(F)c(F)c1 (centres undefined)
→ -0.7, -0.7, -4, -8, i, 4, -4, -4, -2
CCN(CC(=O)Nc1c(F)cccc1F)C(=O)/C=C/c1ccc(C)o1
→ 3.4, 0.2, 13, -1, i, 8, -6, -4, -1
CCOC(=O)N1CCN(C(c2ccc(F)cc2)c2sc3nc(C)nn3c2O)CC1 (centres undefined)
→ 0.3, -0.1, 8, 3, i, -5, -7, -2, -2
NC(=O)COC(=O)c1oc2ccccc2c1CSc1ccc(Cl)cc1
→ -1.3, -0.7, -1, 1, i, 20, 10, 1, 2
COc1ccccc1NC1=C(Cl)C(=O)N(c2ccccc2)C1=O
→ 0.5, -0.2, -3, -2, i, 10, 7, -3, -1
O=C(CCC(=O)NNC(=O)c1ccc(Cl)cc1Cl)NCc1ccccc1
→ -0.2, -0.3, 4, 0, i, -3, -10, -2, 0
O=C(Nc1cc(S(=O)(=O)N2CCOCC2)ccc1N1CCCC1)c1ccc(F)cc1
→ 0.3, -0.2, -4, 2, i, 26, -4, 0, -1
COC(=O)COc1cc2ccccc2cc1C(=O)Nc1ccccc1
→ 0.3, -0.3, -1, 6, i, 6, 29, 7, -4
COc1ccc(C(=O)N(Cc2ccco2)Cc2cccs2)c(O)c1
→ -0.3, -0.4, -12, 3, i, 6, 0, -5, -1
